Assay outcomes: PubChem, University of Kansas High Throughput Screening Laboratory
mHTT CaM bind – mutant huntingtin-calmodulin interaction inhibitors – biochemical, AlphaScreen, primary screen. P42858. AlphaScreen His-mHTT/GST-CaM binding, luminescence. inhibition, % at 15 µM. hit rate 3.6% among 190,000. AID 1671202, 2021;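 note: 0% = both proteins with DMSO and 100% = one protein alone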
Pf apPOL block – Pf-apPOL inhibitors, biochemical, fluorescence | hit rate 0.25% among 210,000 | AID 1794808, 2022 | Recombinant Pf-apPOL, molecular beacon fluorescence, 1.5 h | Plasmodium falciparum apicoplast DNA polymerase (apPOL) | inhibition, % at 10 µM
Numbers without * were called inactive; nt = not tested or not shown; & = joins results of further samples. Cut-off read from the data, not from the text of the source: active = inhibition above about 50%; inactive = the rest.

SMILES | mHTT CaM bind | Pf apPOL block
O=S(=O)(c1cccc2nonc12)N1CCCC1c1ccc(F)cc1 (stereo not drawn) | nt | 1
O=C(c1ccsc1)N1CCCC(c2nc(-c3ccccc3)n[nH]2)C1 (stereo not drawn) | 16 | 5
CC1CCCC(NC(=O)C(Cc2ccccc2)NS(=O)(=O)c2ccc(Cl)cc2)C1C (stereo not drawn) | -10 | -1
COc1cc(OC)c(OC)cc1CN1CCN(Cc2cccc(OC)c2OC)CC1 | 2 | 0
COc1cc(-c2nc3ccccn3c2N=Cc2cc3c(cc2[N+](=O)[O-])OCO3)ccc1O | 1 | -1
Cc1cccc(-n2cc(-c3ccc(Cl)cc3)[nH]c2=O)c1 | 31 | 2
CCC(C)NC(=O)Cn1c(=O)n(-c2ccc(C)cc2)c(=O)c2sccc21 (stereo not drawn) | 0 | 1
CS(=O)(=O)Oc1ccc2c(c1)OC(=Cc1cccc(Br)c1)C2=O | 9 | -10
COc1ccc(C(C)NC(=O)c2cn3ccccc3n2)cc1 (stereo not drawn) | -2 | -2
CN(CCO)c1cccc2c1S(=O)(=O)N(Cc1cn(Cc3cccc(C(F)(F)F)c3)nn1)Cc1ccccc1O2 | -12 | -5
CCOC(=O)C(C)Oc1ccc2c(c1)OC(=Cc1cccs1)C2=O (stereo not drawn) | 7 | -1
N#C/C(=C\c1cc2c(cc1Br)OCO2)c1ccc([N+](=O)[O-])cc1 | 7 | 3
O=C(c1ccc(Cl)cc1[N+](=O)[O-])N1CCN(Cc2ccccc2)CC1 | 0 | -20
CC(=NNc1nc(-c2ccc(Cl)cc2)cs1)c1csc(-c2ccccc2)n1 | nt | -9
COc1ccc(-n2nc(C(=O)Nc3cc(OC)ccc3OC)c3ccccc3c2=O)cc1 | -8 | -6
O=C(c1cc(C(F)(F)F)cc(C(F)(F)F)c1)N1CC=CCC1 | nt | -2
COc1cccc(C2CC(c3ccc(F)cc3)=NC3(CCN(C(C)C)CC3)N2)c1O (stereo not drawn) | 16 | -5
CN1CCN(c2ncncc2N2CCC(C(=O)N3CCN(c4ccccc4)CC3)CC2)CC1 | 27 | -9
COc1ccccc1C(=O)N1CCc2cn(C)c3cccc(c23)C1 | 43 | -4
CN(C)C(=O)[n+]1ccc(/C=C/c2ccccc2)cc1 | 18 | -7
Cc1ccc(C(C)C)cc1OCC(=O)NN | -1 | 0
CS(=O)(=O)N(CC(=O)Nc1ccc(F)cc1F)c1ccc(Cl)cc1 | -5 | -1
CCCN(Cc1cc(Br)c(OC)cc1OC)CC1CC1 | -2 | -8
O=C(Nc1ccc(F)c(F)c1)c1cc2c(=O)n3ccccc3nc2s1 | -6 | -7
CS(=O)(=O)Nc1ccc(C2(C(=O)NCc3ccccc3Cl)CCCCC2)cc1 | -9 | -3
CCOc1ccccc1CNC(=O)c1cc2c(s1)CCN(C(C)=O)C2 | 25 | -8
CCSc1nnc(NC(=O)CCc2csc(NC(=O)NC3CCCCC3)n2)s1 | 2 | -4
CC(=O)/C=C1\SC(CC(=O)O)C(=O)N1c1ccccc1 (stereo not drawn) | -5 | -4
CC1(C)CC(=O)C2=C(C1)OC1=C(C(=O)CC(C)(C)C1)C2(C)C | -1&-1 | -3&0
CSc1nsc2nc(=O)c(C=C3C=Nc4ccccc43)c(N)n12 | 17 | -1

Given as tab-separated lines: 22 of the compounds above
Compound	mHTT CaM bind	Pf apPOL block
Cc1cccc(-n2cc(-c3ccc(Cl)cc3)[nH]c2=O)c1	31	2
CCC(C)NC(=O)Cn1c(=O)n(-c2ccc(C)cc2)c(=O)c2sccc21 (stereo not drawn)	0	1
CS(=O)(=O)Oc1ccc2c(c1)OC(=Cc1cccc(Br)c1)C2=O	9	-10
COc1ccc(C(C)NC(=O)c2cn3ccccc3n2)cc1 (stereo not drawn)	-2	-2
CN(CCO)c1cccc2c1S(=O)(=O)N(Cc1cn(Cc3cccc(C(F)(F)F)c3)nn1)Cc1ccccc1O2	-12	-5
CCOC(=O)C(C)Oc1ccc2c(c1)OC(=Cc1cccs1)C2=O (stereo not drawn)	7	-1
N#C/C(=C\c1cc2c(cc1Br)OCO2)c1ccc([N+](=O)[O-])cc1	7	3
O=C(c1ccc(Cl)cc1[N+](=O)[O-])N1CCN(Cc2ccccc2)CC1	0	-20
CC(=NNc1nc(-c2ccc(Cl)cc2)cs1)c1csc(-c2ccccc2)n1	nt	-9
COc1ccc(-n2nc(C(=O)Nc3cc(OC)ccc3OC)c3ccccc3c2=O)cc1	-8	-6
O=C(c1cc(C(F)(F)F)cc(C(F)(F)F)c1)N1CC=CCC1	nt	-2
COc1cccc(C2CC(c3ccc(F)cc3)=NC3(CCN(C(C)C)CC3)N2)c1O (stereo not drawn)	16	-5
CN1CCN(c2ncncc2N2CCC(C(=O)N3CCN(c4ccccc4)CC3)CC2)CC1	27	-9
COc1ccccc1C(=O)N1CCc2cn(C)c3cccc(c23)C1	43	-4
CN(C)C(=O)[n+]1ccc(/C=C/c2ccccc2)cc1	18	-7
Cc1ccc(C(C)C)cc1OCC(=O)NN	-1	0
CS(=O)(=O)N(CC(=O)Nc1ccc(F)cc1F)c1ccc(Cl)cc1	-5	-1
CCCN(Cc1cc(Br)c(OC)cc1OC)CC1CC1	-2	-8
O=C(Nc1ccc(F)c(F)c1)c1cc2c(=O)n3ccccc3nc2s1	-6	-7
CS(=O)(=O)Nc1ccc(C2(C(=O)NCc3ccccc3Cl)CCCCC2)cc1	-9	-3
CCOc1ccccc1CNC(=O)c1cc2c(s1)CCN(C(C)=O)C2	25	-8
CCSc1nnc(NC(=O)CCc2csc(NC(=O)NC3CCCCC3)n2)s1	2	-4

Next records follow:
SMILES | mHTT CaM bind | Pf apPOL block
CS(=O)(=O)N1CCCCC1c1nncn1-c1ccccc1 (stereo not drawn) | -3 | 4
Clc1cccc(Cl)c1CSCc1cc2ccccc2o1 | nt | -4
O=C(CN1CCN(C(=O)Nc2ccc(F)cc2)CC1=O)N1CCN(c2ccccn2)CC1 | -7 | -1
COc1ccc(-n2nc3c(c2NC(=O)c2cccc(C(F)(F)F)c2)CSC3)cc1 | 49 | -4
O=C(NC1CC1)C1CCc2nc(N3CCN(C(=O)C4CCC4)CC3)sc2C1 (stereo not drawn) | 3 | -1
CC(C)C(=O)Nc1ccc2oc(-c3ccc(N(C)C)cc3)nc2c1 | 0 | -5
CN1CCC(N2CCN(C3CN(Cc4cn(Cc5cccc(Cl)c5)nn4)S(=O)(=O)C3)CC2)CC1 (stereo not drawn) | -6 | 0
O=C(COc1ccccc1)N1CCN(C(=O)c2nnn3c2COC(c2ccccc2)C3)CC1 (stereo not drawn) | 10 | 3
CCOc1ccc(N(CC(=O)NCc2cccnc2)S(=O)(=O)c2ccc(SC)cc2)cc1 | 31 | -6
O=C(Cn1ccc2sccc2c1=O)Nc1ccc(F)cc1 | -4 | -2
CCOc1ccc(-n2ccnc(NC(=O)c3ccc(C)cc3)c2=O)cc1 | 10 | 0
COc1ccccc1CCC(=O)Nc1cccn2nc(C(C)C)nc12 | 3 | -1
O=C(Cc1ccccc1)Nc1cc(NC(=O)c2cccs2)ccc1Cl | 2 | 1
CN1C(=O)C2CCCCN2c2ccc(C(=O)NCCc3c[nH]c4ccccc34)cc21 (stereo not drawn) | 34 | 0
O=C(CC(C(=O)c1cccs1)c1ccsc1)c1cccs1 (stereo not drawn) | nt | -3
Cc1cccc(NS(=O)(=O)CC23CCC(CC2=O)C3(C)C)c1 (stereo not drawn) | -8 | -1
CC1CCCN(CCCCOc2ccccc2F)C1 (stereo not drawn) | 0 | 0
COc1c(C=O)c(C)nn1C | 0 | nt
O=C(CN1C(=O)c2ccc([N+](=O)[O-])cc2C1=O)Nc1ccc(Br)cc1C(=O)O | 0&-2 | 0&-1
CCCS(=O)(=O)N1CCN(C(=O)C(c2ccccc2)c2ccccc2)CC1 | 5 | 4
CC1(C)CC(=O)C2=C(C1)N(c1ccc(Br)cc1)C(N)=C(C#N)C2c1cccnc1 (stereo not drawn) | 18 | -5
CCOC1=CC(=Cc2c(N)n3nc(C(C)C)sc3nc2=O)C=CC1=O | 10 | -6
O=C(Nc1ccc(F)cc1F)c1ccccc1Br | -4 | 4
COc1cccc(CN2CCN(CC3CC=CCC3)CC2)c1OC (stereo not drawn) | 4 | 2
CC(C)C(=O)Nc1ccc(C2(C(=O)NCCN3CCOCC3)CCCCC2)cc1 | -2 | -4
FC(F)(F)c1cccc(Oc2nccnc2-c2noc(-c3cccs3)n2)c1 | nt | -5
CCOc1ccc(N(CC(=O)Nc2cccnc2)S(=O)(=O)c2ccc(OC)c(OC)c2)cc1 | 14 | -3
COc1ccccc1CNC(=O)C1CN(S(=O)(=O)c2cccnc2)CC12CCCCC2 (stereo not drawn) | 3 | -6
CCOc1c(N2CCCC2)c(=O)c1=O | nt | -2&-11
O=C1CCCN1c1ccc(Cn2cc(-c3nc(-c4cccc(F)c4)no3)ccc2=O)cc1 | -3 | 6
COc1ccc(C2CC(C(F)(F)F)n3nc(C(=O)Nc4ccc(C#N)cc4)cc3N2)cc1 (stereo not drawn) | 4 | -8
Cc1cc(Br)ccc1NC(=O)C1CCN(S(=O)(=O)c2c(C)n[nH]c2C)CC1 | 2 | 1
O=C(NCC1COC2(CCCC2)O1)c1cccc2ccccc12 (stereo not drawn) | -11 | -6
CCOc1ccc(NC(=O)N2CCCC(C)(C(=O)NCc3ccccc3)C2)cc1 (stereo not drawn) | 9 | -8
CSc1nnc2c(n1)OC(c1cc3c(cc1Cl)OCO3)N(C(C)=O)c1ccccc1-2 (stereo not drawn) | 78* | -13
CCOc1ccccc1NC(=O)c1cc2cc3ccc(OC)cc3nc2s1 | 3 | 0
C=CCOc1ccc(C2Oc3nc(SC)nnc3-c3ccccc3N2C(C)=O)cc1 (stereo not drawn) | 37 | -9
Nc1nc2c(ncn2COC(CO)CO)c(=O)[nH]1 | nt | 8
COc1ccc(C(=O)n2ccc(-c3oc(C)nc3C)n2)cc1 | nt | -8&-4
O=C(Nc1ccc(F)cc1)c1ccc2nc(N3C(=O)c4ccccc4C3=O)sc2c1 | -5 | 4
CCOc1ccccc1C(=O)N1CCn2c(C)nnc2C1 | -5 | -6
O=C(Nc1ccc2nncn2c1)Nc1ccccc1Cl | -4 | 1
O=C(c1ccccc1Br)N1CCN=C1SCc1cccc([N+](=O)[O-])c1 | 11 | -3
Cc1cc(C)nc(SCC(=O)c2ccc(F)cc2)n1 | -8 | -17
CCc1ccc(C2=CC(c3ccccc3C)n3ncnc3N2)cc1 (stereo not drawn) | 2 | -2
c1ccc(Cn2cnnc2C2CCCN(Cc3ccco3)C2)cc1 (stereo not drawn) | 2 | 2
CCOc1cccc(N2C(=O)CC(N3CCN(CC)CC3)C2=O)c1 (stereo not drawn) | 2 | 2
Cc1ccc(C(=O)N2CCN(c3c(Cl)cccc3[N+](=O)[O-])CC2)cc1 | 4 | 4
Cc1cccc(C(=O)N2CCN(c3cccc(C)c3)C(=O)C2C)c1 (stereo not drawn) | 9 | -8
CCc1cnc2c(c1NCCCn1ccnc1)c(=O)n(C)c(=O)n2C | -9 | -1
Cc1cccc(CNC(=O)C2c3ccccc3CC(=O)N2C)c1 (stereo not drawn) | 2 | -2
CC(CCc1ccc(O)cc1)Nc1ccccc1F (stereo not drawn) | 1 | 1
O=C(NCc1cc(F)cc(F)c1)C1CCN(c2nccn3nc(-c4ccccc4)cc23)CC1 | 23 | -3
O=C(c1cccnc1)N1CCCC2(C1)Nc1ccccc1NC2=NCc1ccccc1 (stereo not drawn) | 46 | -5
C=Cc1ccc(Cn2cc(S(=O)(=O)N3CCCCCC3)ccc2=O)cc1 | -11 | -7
Cc1ccc(-n2nc3c(c2NC(=O)c2cccc(C)c2)CSC3)cc1 | 2 | -4
Fc1cccc(OCc2noc(-c3cccc(Cl)c3)n2)c1 | -60 | -2
O=C(CNS(=O)(=O)c1cccs1)NCc1ccc2c(c1)OCO2 | -3 | -1
Cn1cnc([N+](=O)[O-])c1Sc1cccs1 | nt | -4
NS(=O)(=O)c1ccc(CNC(=O)Cc2csc(NC(=O)c3cccs3)n2)cc1 | 0 | -7

Later entries:
SMILES | mHTT CaM bind | Pf apPOL block
C=CCN(C(=O)Nc1ccc([N+](=O)[O-])cc1)c1nnc(-c2ccc(Cl)cc2)s1 | 0 | 1
CCOC(=O)C1=C(N)Oc2cc(C)[nH]c(=O)c2C1c1cc(OC)c(OC)c(OC)c1 (stereo not drawn) | -7 | -3
COc1cc(/C=C2\Oc3ccc4c(C)cc(=O)oc4c3C2=O)ccc1O | 10 | -4
CC(=O)Nc1ccc(N=Cc2ccccc2O)cc1 | 4 | 0
CCCCN1C(=O)c2cccc3c(NC(=O)c4cc(C)on4)ccc1c23 | 15 | -10
O=C1CN(C(=O)C23CC4CC(CC(C4)C2)C3)CC(=O)N1CCc1ccccc1 | -1 | -6
N#Cc1ccc(C(=O)N2CCC(CCOCC3CC3)CC2)cc1 | 0 | 0
O=C(c1cn(-c2ccc(Cl)cc2)c(=O)c2ccccc12)N1CCCCC1 | -3 | -2
CCCCNC(=O)c1cc(S(=O)(=O)N2CCCCC2)oc1C | nt | -4
COc1ccc(-c2csc(-c3ccncc3)n2)cc1 | nt | 8&13
COc1ccc(C2CC(c3cc(OC)ccc3OC)n3ncnc3N2)cc1 (stereo not drawn) | 17 | -8
O=[N+]([O-])c1ccc2c(c1)ONC(c1ccc(Cl)cc1)=N2 | 4 | -3
O=C(c1nn2cc(Br)cnc2c1Br)N1CCOCC1 | 0 | -2
COc1ccc(CC(=O)Nc2ccc(-c3nnc(-c4ccccc4)o3)cc2)cc1 | -5 | -1
COc1ccc(CN2CCN(Cc3cccc(F)c3)CC2)cc1OC | -7 | 1
CCc1cccc(Nc2cc(-n3nc(C)cc3C)ncn2)c1 | 37 | -5
COc1cc(Cl)c(S(=O)(=O)NCCc2ccccc2)cc1Cl | -4 | 3

Two records picked at random from the list so far:
SMILES | mHTT CaM bind | Pf apPOL block
COc1ccc(C2CC(c3cc(OC)ccc3OC)n3ncnc3N2)cc1 (stereo not drawn) | 17 | -8
O=C(c1cn(-c2ccc(Cl)cc2)c(=O)c2ccccc12)N1CCCCC1 | -3 | -2

Not a hit list, and some 3.6% of all compounds hit somewhere here.
